SRC3 TRFRET art = flags TR-FRET format artefacts in PPARgamma SRC-3 recruitment agonist screen; TR-FRET artefact counter-screen, PPARgamma/SRC-3 format; stronger effect = higher value; TR-FRET ratio at 8 µM; 99,000 compounds, 0.39% hits; AID 1048; in the data active = TR-FRET ratio above about 2000; note: inactives centre near 1600; reference of the scale not given here
SRC1 TRFRET art = flags TR-FRET format artefacts in PPARgamma SRC-1 recruitment agonist screen; AID 1051; 99,000 compounds, 0.34% hits; TR-FRET detection artefact counter-screen, emission ratio; stronger effect = higher value; TR-FRET ratio at 8 µM; in the data active = TR-FRET ratio above about 2300; note: inactives centre near 1800; reference of the scale not given here
* = called active by the depositor. Not all compounds are listed, so the mix of outcomes need not match the whole.

SMILES	SRC3 TRFRET art	SRC1 TRFRET art
CN(C)S(=O)(=O)N1CCCC(C(=O)c2ccc(-c3ccccc3)c(F)c2)C1 (stereo not drawn)	1220	1768
COc1ccc(C2=NN(c3nc(C)cc(C)n3)C(=O)C2)cc1	1609	1850
Cc1cc(C(=O)CN2CCC(C)CC2)c(C)n1-c1ccccc1F	1440	1848
O=C(c1ccoc1)N1CCC(CO)(CCc2ccccc2)CC1	1335	1468
CCN(NC(=O)C(O)(c1ccccc1)c1ccccc1)C(=O)c1ccccc1	1611	1577
Oc1ccc(/C=N/NC(=S)N/N=C/c2ccc(O)cc2)cc1	1392	1713
Cc1ccc(NC=C(S(=O)(=O)c2ccccc2)S(=O)(=O)c2ccccc2)cc1	1469	1632
Cc1cc(C)cc(NC(=S)/C(=C(\[O-])c2ccc(Cl)s2)[n+]2cccc(C)c2)c1	1836	1830
CCCCSc1nc2[nH]ncc2c(=O)[nH]1	1564	2015
Cn1cnc2c(=O)[nH]cc([N+](=O)[O-])c21	1644	1639
Nc1nnc(SCC(=O)OCC(=O)c2ccccc2)s1	1429	1706
C[C@@H](C(=O)Nc1ccc2ccccc2c1)[C@H]1C[C@]1(C)[C@H](NC(=O)c1cccnc1)c1ccccc1	1636	1630
Cc1nn(C)cc1CNC(=O)/C=C/c1cnn(C)c1	1611	1706
COc1ccc(N2CC(C(=O)Nc3nnc(SCC(=O)NC(C)(C)C)s3)CC2=O)cc1 (stereo not drawn)	1831	1519
CC1CN(c2nnc(NC(=O)c3ccccc3)s2)CC(C)O1 (stereo not drawn)	1662	1870
O=C1CCCC2=C1C(c1ccccc1)C1C(=O)c3ccccc3C1=N2 (stereo not drawn)	1665	2110
Cc1cccc(C(=O)NNC(=O)CCC(=O)Nc2cccc(Cl)c2C)c1	1560	1674
CCOC(=O)C1(Cc2cccc(Cl)c2)CCCN(C(=O)c2ccc(C)nc2)C1 (stereo not drawn)	1484	1639
C#CCOCCOCCOCCNc1nc(N2CCN(C(=O)[C@H](CCC(=O)O)n3cc(C(N)[C@H](C)CC)nn3)CC2)nc(N2CCN(C(=O)[C@H](Cc3ccc(O)cc3)n3cc(C(N)[C@H](C)CC)nn3)CC2)n1 (stereo partly drawn)	1300	1544
Cc1nn(Cc2cccc(F)c2)c(C)c1NC(=O)c1c(Cl)cnn1C	1697	1739
CCOC(=O)c1cc(-c2ccc(OC)cc2)n(CCC(=O)NCCN2CCC(C)CC2)c1C	1662	1786
O=C(Nc1ccc2c(c1)OCCO2)c1oc2ccccc2c1NC(=O)C1CC1	1681	1855
Cc1cnc(C(=O)NC(C)CCc2ccccc2)cn1 (stereo not drawn)	1698	1838
COC(=O)C1=C(NC(=O)c2ccccc2C)CCS1	1387	1672
COc1cc(/C=C2\SC(=O)N(c3cccc(Cl)c3)C2=O)cc([N+](=O)[O-])c1O	1667	1861
CCc1nc(N2CCN(S(C)(=O)=O)CC2)c2c3c(sc2n1)CCCC3	1553	1643
CCn1c(SCC(=O)N2CCN(C(=O)c3ccco3)CC2)nnc1C(C)C	1587	1779
CCCCC(=O)N/N=C(C)/C=C/c1ccccc1F	1610	2152
CC(=O)NCC(=O)NC(C(=O)Nc1ccc2c(c1)OCCO2)c1ccccc1 (stereo not drawn)	1548	1479
COc1ccc(/C=N/NC(=O)c2cccnc2)cc1CN1CCN(c2ccc(F)cc2)CC1	1668	1829
O=C(O)CCCN=Cc1c(O)c2ccccc2oc1=O	1683	1695
Cc1ccc2nc(-c3ccc(NC(=O)CN4C(=O)NC(C)(c5ccc(OC(F)F)cc5)C4=O)cc3)sc2c1 (stereo not drawn)	1635	1860
COc1ccc(/C=C2\Sc3ccc(C(=O)N4CCc5ccccc5C4)cc3N(C)C2=O)cc1	1763	2011
Cc1c(NC(=O)NC2CCCCC2)cccc1[N+](=O)[O-]	1490	1956
CCOC(=O)C1C(c2cc(OC)c(O)c(OC)c2)NC(=S)NC1(O)C(F)(F)F (stereo not drawn)	1573	1797
CCOC(=O)Cc1cc(=O)[nH]c(=O)[nH]1	1654	1809
CNC(=O)C12N=CNN=C1N(C)C(=O)N2C (stereo not drawn)	1450	1714
Cc1nc(NC(=O)c2ccc(-c3cc4ccccc4oc3=O)cc2)ccc1Br	1582	2046
CCOC(=O)c1[nH]ncc1CN1CCCC(C(=O)c2ccc(OC)c(OC)c2)C1 (stereo not drawn)	1607	1854
COc1ccc(N=C/C=C2/C=C(c3ccccc3)OC(C)(C)O2)cc1	1617	1815
Cc1nnc(N/N=C/c2cc(C)n(-c3ccc(F)cc3)c2C)n1N	1745	2076
CC(C)OC(=O)C1C(=O)CC(C)(O)C(C(=O)OC(C)C)C1c1cccc([N+](=O)[O-])c1 (stereo not drawn)	1594	1945
O=C(O)CCN1C(=O)C2C3CC(C2C1=O)C1C(c2ccccc2)c2sc(=O)[nH]c2SC31 (stereo not drawn)	1479	1639
NS(=O)(=O)c1cc2c(cc1Cl)NC(CSCc1ccccc1)=NS2(=O)=O	1758	1761
CC(=O)CCC(=O)N1CCCC(CNC(=O)c2ccc(-c3ccccc3)cc2)C1 (stereo not drawn)	1456	1805
Cc1c(NC(=O)CSc2n[nH]c(=O)n2-c2ccccc2)c(=O)n(-c2ccccc2)n1C	1851	2086
O=C(CN1CCCC1)N1CCN(c2ccccc2)CC1	1675	1817
COc1ccc(CN2CCN(Cc3ccc(C)cc3)C(CCO)C2)cc1OC (stereo not drawn)	1611	1776
CS(=O)(=O)c1ccc2nc(NC(=O)C3CCCCC3)sc2c1	1623	1774
CN(C)S(=O)(=O)c1ccc(N2CCCC2)c(C(=O)Nc2nc(-c3ccc(F)c(F)c3)cs2)c1	1510	1822
O=C(Nc1nc2ccc(F)cc2s1)c1ccccn1	1330	1813
COc1cc(OC)cc(C(=O)N[C@H](C(=O)Nc2nc(-c3cc(OC)ccc3OC)cs2)C(C)C)c1	1858	2041
CCSc1nnc(NC(=O)C2CCCCC2C(=O)O)s1 (stereo not drawn)	1550	1893
COc1ccc(Oc2cnc3ccccc3n2)cc1	1337	1624
O=C1[C@H]2[C@H](ON3CCCC[C@H]23)C(=O)N1c1ccc(Cl)cc1	1403	1628
CCC(=O)NC(=S)Nc1ccccc1C(=O)OC	1661	1911
COc1ccc(NC(=O)Cc2coc3cc(C)ccc23)cn1	1861	1932
S=C(Nc1ccc(N2CCOCC2)cc1)Nc1ccc2snnc2c1	1481	1717
NS(=O)(=O)c1ccc(NC(=O)COC(=O)c2cnccn2)cc1	1556	1683
COc1ccc(OC)c2sc(Cl)nc12	1729	1758

Copied from the list.
CCSc1nnc(NC(=O)C2CCCCC2C(=O)O)s1 (stereo not drawn) in SRC3 TRFRET art → 1550
CCC(=O)NC(=S)Nc1ccccc1C(=O)OC in SRC1 TRFRET art → 1911

(further entries)
SMILES	SRC3 TRFRET art	SRC1 TRFRET art
O=C(c1ccncc1)c1ccc([N+](=O)[O-])cc1	1460	1681
O=C(CCCc1nc2ccccc2s1)NCc1ccc(F)cc1	1250	1763
S=C(NCCc1ccccc1)NCC(c1ccco1)N1CCCCC1 (stereo not drawn)	1827	1764
CCC(CC)C(=O)NCCCN1CCOCC1	1244	1624
Cc1cccc(NCCC(=O)c2ccc([N+](=O)[O-])cc2)c1C	1582	1804
COc1cc(/C=N/NC(=O)Cc2cccs2)c([N+](=O)[O-])cc1OC	1559	1644
CCOCCCn1c(=S)[nH]c2cc(C(=O)NCCCN(CC)CC)ccc2c1=O	1587	1611
O=C(O)c1ccc(S(=O)(=O)c2ccc3c(c2)C(=O)N(NC(=O)c2ccccc2)C3=O)cc1	1491	1831
Cc1ccc2nc(N(CCCN(C)C)C(=O)c3ccco3)sc2c1	1754	1817
Cc1nnc(SCc2cccc(Cl)c2)n(N)c1=O	1589	2096
CN1/C(=C\C=N\O)C(C)(C)c2ccccc21	1499	1991
COC(=O)c1cc2c(ccn2-c2ccc(F)cc2)n1Cc1cccc(OC)c1	1715	1982
O=[N+]([O-])c1cccn2cc(-c3ccc(Br)cc3)nc12	1616	1600
Cc1cccc(S(=O)(=O)NC(Cc2c[nH]c3ccccc23)C(=O)O)c1 (stereo not drawn)	1667	1990
CC(C)[C@@H]1NC(=O)c2cc([N+](=O)[O-])cc(F)c2NCCC[C@@H](C(N)=O)NC(=O)[C@H](CO)NC1=O	1533	1852
O=C(CSc1nnc(CNc2ccc(F)cc2)o1)c1ccccc1	1522	1846
C#CCOCCOCCOCCNc1nc(N2CCN(C(=O)[C@H](Cc3ccc(O)cc3)n3cc(CCO)nn3)CC2)nc(N2CCN(C(=O)[C@H](Cc3ccc(O)cc3)n3cc(CCO)nn3)CC2)n1	1611	1442
COc1cccc(/C=N/NC(=O)CCc2n[nH]c(=O)[nH]c2=O)c1O	1598	1637
Brc1cccc(CNCCCN2CCOCC2)c1	1467	1874
CC(C)OC(=O)/C(=C/c1ccc2c(c1)c1ccccc1n2C)NC(=O)c1ccccc1	1555	1714
CSc1ccc(C(=O)C2CCCN(Cc3ccc(N4CCNC4=O)cc3)C2)cc1 (stereo not drawn)	1358	1717
COc1ccccc1CNC(=O)CSc1ccc(C(=O)Nc2ccccc2OC)cc1[N+](=O)[O-]	1678	1771
COc1ccc(NC(=O)CSc2nnc(CNC(=O)c3ccco3)o2)cc1	1684	1777
O=C(O)CCC(=O)NNC(=O)c1cccc(Cl)c1	1653	1731
Cc1ccc(N2C(=N)SCC2=O)cc1Cl	1623	1850
Cc1ccc(/C=C2\SC(N3CCN(C(c4ccccc4)c4ccccc4)CC3)=NC2=O)o1	1578	1794
Cc1ccc(C2=NN(C(=O)CN3C(=O)c4ccccc4S3(=O)=O)C(c3ccco3)C2)cc1 (stereo not drawn)	1543	1861
COc1ccccc1N/N=C/c1ccc2c(c1)OCO2	1431	1870
CC1CCCCN1S(=O)(=O)c1ccc(S(=O)(=O)N(CC(=O)Nc2ccccc2)Cc2cccs2)cc1 (stereo not drawn)	1582	1690
COc1ccc(/C=C/c2nnc(NC(=O)COc3cccc(C)c3)s2)cc1	1545	1837
O=C1CCC(C(=O)NCCN2C(=O)S/C(=C\c3cccnc3)C2=O)=NN1	1591	1970
CC(Sc1nc2ccccc2[nH]1)C(=O)Nc1ccccc1F (stereo not drawn)	1547	1698
O=C(CN1CCCCC1)Nc1ccccc1Cl	1594	1814
CCOC(=O)/C(=N\Nc1cc(Cl)ccc1Cl)N1CCN(C)CC1	1651	1690
Fc1ccccc1N1CCN(c2nnnn2-c2ccccc2)CC1	1577	1674
CCCn1nc(C(=O)NCc2ccc3c(c2)OCO3)c2ccccc2c1=O	1508	1553
C=CCn1c(SCC(=O)c2cc(C)n(Cc3cccs3)c2C)nnc1-c1ccncc1	1715	1511
CC(c1ccccc1)N(CCC(c1ccccc1)C1CCOC(C)(C)C1)C(=O)c1ccco1 (stereo not drawn)	1756	1673
CCOc1ccccc1-n1nnnc1SCC(=O)OC	1426	1701
C=CCNC(=S)NC(=O)c1oc2ccccc2c1C	1384	1942

A draw from above in order of molecular weight, lowest first:
SMILES	SRC3 TRFRET art	SRC1 TRFRET art
Cc1ccc(N2C(=N)SCC2=O)cc1Cl	1623	1850
O=C(CN1CCCCC1)Nc1ccccc1Cl	1594	1814
COc1ccccc1N/N=C/c1ccc2c(c1)OCO2	1431	1870
O=C(O)CCC(=O)NNC(=O)c1cccc(Cl)c1	1653	1731
C=CCNC(=S)NC(=O)c1oc2ccccc2c1C	1384	1942
CCOC(=O)/C(=N\Nc1cc(Cl)ccc1Cl)N1CCN(C)CC1	1651	1690
CCCn1nc(C(=O)NCc2ccc3c(c2)OCO3)c2ccccc2c1=O	1508	1553
COc1ccc(/C=C/c2nnc(NC(=O)COc3cccc(C)c3)s2)cc1	1545	1837
COc1ccc(NC(=O)CSc2nnc(CNC(=O)c3ccco3)o2)cc1	1684	1777
CSc1ccc(C(=O)C2CCCN(Cc3ccc(N4CCNC4=O)cc3)C2)cc1 (stereo not drawn)	1358	1717
Cc1ccc(/C=C2\SC(N3CCN(C(c4ccccc4)c4ccccc4)CC3)=NC2=O)o1	1578	1794
CC(c1ccccc1)N(CCC(c1ccccc1)C1CCOC(C)(C)C1)C(=O)c1ccco1 (stereo not drawn)	1756	1673
Cc1ccc(C2=NN(C(=O)CN3C(=O)c4ccccc4S3(=O)=O)C(c3ccco3)C2)cc1 (stereo not drawn)	1543	1861
COc1ccccc1CNC(=O)CSc1ccc(C(=O)Nc2ccccc2OC)cc1[N+](=O)[O-]	1678	1771
CC1CCCCN1S(=O)(=O)c1ccc(S(=O)(=O)N(CC(=O)Nc2ccccc2)Cc2cccs2)cc1 (stereo not drawn)	1582	1690

The list continues:
SMILES	SRC3 TRFRET art	SRC1 TRFRET art
CC1CN(/C=C/C(=O)C(F)(F)F)CC(C)O1 (stereo not drawn)	1767	1734
CCc1ccc(OCCCC(=O)Nc2nccs2)cc1	1467	1680
CC(=O)Nc1ccc(NC(=O)CSc2ccc(-c3ccc4c(c3)OCO4)nn2)cc1	1515	2065
Cc1nc(NCc2ccccc2)c(C(N)=O)c2c1COC(C)(C)C2	1354	1711
CN(c1ccccc1)S(=O)(=O)c1ccc(C(=O)NCc2ccccn2)cc1	1753	1978
CSc1ccc(Cl)c(C(=O)Nc2ccc(N3CCOCC3)cc2)c1	1508	1787
CCOC(=O)Cc1csc(NC(=O)CSc2nnc(C(C)C)n2C)n1	1547	1915
CC(C)c1nnc(NC(=O)CSc2nnc(-c3ccco3)o2)s1	1590	1671
COc1cc2c(cc1OC)C(C)N(C(=O)c1cc3c(s1)-c1ccccc1OC3)CC2 (stereo not drawn)	1543	1925
COc1ccc(CNC(=O)CSc2n[nH]c(C)c2[N+](=O)[O-])cc1	1512	1751
CC(C)C(=O)Nc1ccc(-c2nc3ccccc3c(=O)o2)cc1	1510	1676
CC(C)(CSc1ccccn1)NS(=O)(=O)c1ccc(Cl)cc1	1669	1768
O=C(NN=C1CCCC1)c1sc2ccccc2c1Cl	1734	1903
Cc1cc(C)cc(NC(=O)C(=O)NCc2ccccn2)c1	1598	1996
CC(=O)c1ccc(N2CCN(C(=S)Nc3ccccc3F)CC2)cc1	1464	1651
C[C@@H]1CN(C(=O)c2nc3ccc(Cl)cn3c2CN2CCc3sccc3C2)C[C@H](C)O1	1852	1714
Cc1cc(C)cc(NC(=O)C(OC(=O)c2cccs2)c2ccccc2)c1 (stereo not drawn)	1706	1941
